MC4R antag cAMP – MC4R antagonists of cAMP signaling, primary screen, cell-based, TR-FRET, antagonist arm of biased-ligand search; Melanocortin receptor 4 (Homo sapiens), P32245; MC4R-expressing cells, MTII-stimulated cAMP, LANCE TR-FRET; inhibition, % at 6.5 µM; 0.48% of 360,000 active;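 active = inhibition above its plate's cutoff, the mean of tested wells on that plate plus 3 SD, cut at about 29% in these data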;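 note: 0% = Melanotan II alone and 100% = Melanotan II plus saturating MCL0020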
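System: U2OS cells stably expressing human melanocortin 4 receptor (MC4R). Reagent: Melanotan II challenge after compound preincubation. Doses: 6.5 µM. Times: 30-min compound, 1-h challenge, 1-h detection, room temperature. Measured by: TR-FRET with Eu-cAMP and labeled anti-cAMP, 671 nm. Replicates: singlicate.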
ABHD5-PLIN5 inh – ABHD5-PLIN5 interaction inhibitors, primary screen, cell lysate, split luciferase complementation, luminescence; 0.78% of 360,000 active; inhibition, % at 4 µM; Split G. princeps luciferase complementation, 4 h; Perilipin-5 (Homo sapiens) + 1-acylglycerol-3-phosphate O-acyltransferase ABHD5 (Homo …;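 active = inhibition above the mean inhibition across every tested compound plus 3 SD, cut at about 22% in these data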;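 note: 0% = DMSO only wells and the 100% control is not disclosed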
MC4R barr agon – MC4R agonists recruiting beta-arrestin, primary screen, cell-based, luminescence, agonist arm of biased-ligand search | activation, % at 8.9 µM | AID 540308, 2011 | Melanocortin receptor 4 (Homo sapiens), P32245 | U2OS MC4R beta-arrestin complementation; percent of melanotan II response, DMSO zero | 0.98% of 360,000 active;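 active = activation above a per-plate cutoff, the mean activation of sample wells on that plate plus 3 SD, cut at about 8% in these data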
CaV13 FRET inh – Disruptors of the CACNA1D IQ motif to Ca2+-dependent inactivation inhibitor domain association, primary screening, Förster resonance energy transfer in intact living … | HEK cells, CFP/YFP FRET ICDI-IQ, plate reader, 10 min; percent FRET-ratio fall versus neutral wells | inhibition, % at 12.3 µM | 0.098% of 340,000 active | AID 743397;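 active = mean replicate inhibition of at least 30% and at least 1% of replicates passing that level; inconclusive = only one of the two criteria is met; inactive = neither criterion is met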;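 note: 0% = median of the neutral control wells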
Granule exo inh – LAMP-1 surface exposure blockers, TALL-104 cells – cell-based, flow cytometry, MLPCN library, primary screen; 0.66% of 360,000 active; AID 651702, 2012; inhibition, % at 10 µM; TALL-104 LAMP-1 surface exposure; cells stimulated with thapsigargin and PMA;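 active = inhibition above about 55%, limit read from the data; inconclusive = no clear call, values can overlap the other calls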
HTR2A ag – mouse Htr2a agonists via beta-arrestin recruitment, primary screen, cell-based, luminescence. CHO-K1 mHTR2A beta-arrestin complementation; percent of 30 µM serotonin response. activation, % at 7.6 µM. AID 624169, 2012. 5-hydroxytryptamine receptor 2A (Mus musculus), P35363. 0.66% of 360,000 active;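 active = activation above a run cutoff, the mean activation of all tested compounds plus 3 SD, cut at about 14% in these data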;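 note: 0% = plate median of compound wells and 100% = 30 µM serotonin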
PDI inh – inhibitors of human PDI, primary screen, biochemical, turbidity, single point, plate reader | Protein disulfide-isomerase (Homo sapiens), P07237 | PDI insulin aggregation turbidity, A650, 90 min | inhibition, % at 10 µM | 0.052% of 350,000 active | AID 588391, 2011;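 active = mean inhibition across replicates of 30% or more, whatever share of single replicates reach that level; inconclusive = mean inhibition below 30% while every single replicate reaches 30%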;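 note: absorbance from insulin aggregation driven by PDI reduction with DTT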
Glyco luc inh – increase of ERlucT glycosylation luciferase signal, primary screen, N-linked glycosylation inhibitor project, D54 ERlucT cells, luminescence, set 2. D54 ERlucT glycosylation luciferase reporter, 24 h; percent of 100 nM tunicamycin response. reporter increase, % at 12.5 µM. 0.23% of 360,000 active;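 active = mean luciferase reporter signal, scaled so untreated is 0 and the glycosylation-blocking control 100, at or above a set limit in every replicate; inconclusive = mean reaches the limit but not every replicate does; inactive = mean below the limit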;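 note: luciferase carries N-glycosylation sites so blocking glycosylation raises the light; 0% = median of neutral control wells and 100% = median of 100 nM tunicamycin wells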
Cardio protect – cardioprotection against H2O2-induced cell death, primary screen, uHTS, H9c2 cells, ATPLite luminescence | H9c2 cardiomyocytes, H2O2 injury protection, 2 h | protection from H2O2 cell death, % at 20 µM | 0.63% of 360,000 active;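 active = compounds giving at least 50% protection of heart cells from peroxide-induced death in the single-dose screen, raw or plate-pattern-corrected value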;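 note: 0% = DMSO wells with peroxide and 100% = DMSO wells without peroxide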
ABCB6 inh 2 – ABCB6 transporter inhibitors, primary screen, K562-ABCB6 cells, flow cytometry, MLPCN library. ATP-binding cassette sub-family B member 6 (Homo sapiens), Q9NP58. K562-ABCB6 porphyrin accumulation, 1 h; active compounds read low. fluorescence ratio to DMSO, % at 10 µM. 0.19% of 360,000 active. AID 602162, 2011;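 active = fluorescence ratio to DMSO below 75%, the collection mean minus 3 SD; inconclusive = too few cells collected in the well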;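 note: signal is porphyrin accumulated inside mitochondria; 100% equals median channel fluorescence of DMSO control wells; lower ratio means ABCB6 inhibition with less porphyrin fluorescence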
Target sequence (Q9NP58 whole entry, looked up): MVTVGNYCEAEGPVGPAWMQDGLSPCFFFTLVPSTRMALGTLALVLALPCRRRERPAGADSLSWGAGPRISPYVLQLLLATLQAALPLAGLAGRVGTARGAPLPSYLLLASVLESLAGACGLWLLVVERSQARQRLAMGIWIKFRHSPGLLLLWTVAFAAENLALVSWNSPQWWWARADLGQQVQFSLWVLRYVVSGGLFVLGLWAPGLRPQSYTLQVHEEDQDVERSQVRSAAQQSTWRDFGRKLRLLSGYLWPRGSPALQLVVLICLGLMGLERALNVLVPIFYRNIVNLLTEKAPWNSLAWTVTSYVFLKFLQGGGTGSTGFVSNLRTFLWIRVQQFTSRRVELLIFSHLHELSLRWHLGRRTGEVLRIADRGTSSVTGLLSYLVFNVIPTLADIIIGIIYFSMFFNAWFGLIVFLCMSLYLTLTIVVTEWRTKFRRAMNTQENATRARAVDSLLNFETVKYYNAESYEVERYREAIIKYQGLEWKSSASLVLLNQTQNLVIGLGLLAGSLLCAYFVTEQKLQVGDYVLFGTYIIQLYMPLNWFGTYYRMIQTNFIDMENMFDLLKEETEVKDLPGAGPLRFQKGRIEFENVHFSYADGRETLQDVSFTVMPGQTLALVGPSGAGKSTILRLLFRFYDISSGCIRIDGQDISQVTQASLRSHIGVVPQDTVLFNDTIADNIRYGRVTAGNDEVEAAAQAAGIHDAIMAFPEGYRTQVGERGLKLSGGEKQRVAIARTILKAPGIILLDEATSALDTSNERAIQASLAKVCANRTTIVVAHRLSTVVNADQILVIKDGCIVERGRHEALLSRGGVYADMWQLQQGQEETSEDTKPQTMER
The depositor's hits bear a star; ? = inconclusive; · = no result given. No enrichment for hits; overall some 4.2% were active at least once.

SMILES	MC4R antag cAMP	ABHD5-PLIN5 inh	MC4R barr agon	CaV13 FRET inh	Granule exo inh	HTR2A ag	PDI inh	Glyco luc inh	Cardio protect	ABCB6 inh 2
CCOC(=O)C(Cc1ccc(O)c([N+](=O)[O-])c1)N1C(=O)c2ccccc2C1=O (centres undefined)	10	-5	-0.9	-4	8	1	18	0	-3	95
COC(=O)[C@@]12CCCCN1[C@H](c1ccc(-c3cc(C(C)=O)cs3)cc1)[C@H]1C(=O)N(C)C(=O)[C@H]12	0	-5	0.6	-2	0	5	-3	1	56*	95
CCCC(=O)N1CCCC1(C)C(=O)Nc1ccc(-n2cccc2)cc1 (centres undefined)	13	-5	0.5	-5	-5	-4	4	-2	-3	97
CCOC(=O)c1ccc2c(c1)n(CC)c(/C=C/N(C)c1ccccc1)[n+]2CC	6	8	-0.6	-5	0	2	17	7	-14	92
O=C(Nc1ccccc1)Nc1ccc(Cl)nc1Cl	4	-7	3.4	-3	-3	-8	-1	1	-10	93
Cc1cc(C(=O)OCC(=O)NC(C)(C)C)c2ccccc2n1	0	9	0.4	-8	-1	4	-6	2	-3	100
COc1cc(/C=C/C(=O)OCC(=O)NC(=O)NC(C)(C)C)cc(OC)c1OC	-2	1	-1.0	-5	0	2	5	1	31	96
OCCC1CN(CC2CCCCC2)CCN1CC1CCCCC1 (centres undefined)	1	-7	-2.5	-7	3	3	-3	-2	10	80
CCc1nnc(NS(=O)(=O)c2ccc(NC(=O)Nc3ccc(OC)cc3)cc2)s1	-4	6	0.6	-20	0	-5	17	-1	4	95
Cc1ccccc1-c1ccc2c(c1)O[C@H](CN(C)C(=O)C1CC1)[C@@H](C)CN([C@@H](C)CO)S2(=O)=O	12	5	-0.3	-4	-3	0	8	-1	14	95
CCN1CCN(c2ncnc3c2c(-c2ccccc2)cn3-c2ccc(F)cc2)CC1	-5	5	-0.8	7	8	-6	-4	-4	12	101
C[C@@H]1CCCCCCCCC(=O)OCCN(C(=O)OC(C)(C)C)[C@H](C)CCCCCCCCC(=O)OCCN(C(=O)OC(C)(C)C)[C@H](C)CCCCCCCCC(=O)OCCN(C(=O)OC(C)(C)C)[C@H](C)CCCCCCCCC(=O)OCCN1C(=O)OC(C)(C)C	5	-5	-1.2	-12	-2	0	5	1	2	103
CC(C)(C)n1nnnc1C(c1ccc(Cl)cc1)N(Cc1cccnc1)Cc1ccco1 (centres undefined)	23	4	2.2	-5	47	-6	1	-3	6	112
O=C(NCC1CCCO1)C(=O)NCC1CCCN1S(=O)(=O)c1ccccc1 (centres undefined)	7	1	-3.5	-15	-5	-2	-1	-2	6	99
Cc1c(Cl)cccc1Nc1nc(N)nc(CN2CCCCCC2)n1	5	0	0.2	0	-4	-4	-1	-1	7	92
Cc1ccc(C)c(NC2=NC3(CCCCC3)N=C(N)N2)c1	2	0	-0.9	-8	0	-3	-2	2	12	96
NC(=O)c1cc2c(s1)-c1cc(Cl)ccc1SC2	6	0	-1.1	-5	-6	-3	-1	-1	0	93
O=C1NCCCC1(c1ccccc1)c1ccccc1	-1	3	-1.2	-5	1	8	-3	2	-1	99
O=C(CN1C(=O)NC2(CCCCC2)C1=O)N1CCN(C(=O)c2cccs2)CC1	-5	3	-1.5	-9	-1	-5	-5	-1	-4	99
O=C(NCc1ccccn1)C1CCN(S(=O)(=O)N2CCC3(CC2)OCCO3)CC1	15	4	-3.1	-3	2	5	2	1	-4	102
CCN1C(=O)S/C(=C/c2ccc(Oc3ccc([N+](=O)[O-])cn3)c(OC)c2)C1=O	10	-3	-1.4	3	-18	8	-2	-3	6	101
COc1ccc(-c2c(C3=CCCCC3)oc3ccc(-c4ccc5c(c4)OCO5)cc23)cn1	22	5	-0.5	-5	4	-2	1	-1	-12	103
CCC(=O)N1CCc2cc(S(=O)(=O)NC(C(=O)N3CCc4ccccc4C3)C(C)C)ccc21 (centres undefined)	28	-3	-0.5	-5	-2	-1	-1	0	2	99
CCOC(=O)N1CCC(N2Cc3cccc(C(=O)Nc4ccc(N(CC)CC)cc4C)c3C2=O)CC1	12	-7	-3.2	-6	-3	-4	-5	-2	1	102
CCC(C(=O)NC(CC(=O)O)c1ccc(Cl)cc1)c1ccccc1 (centres undefined)	7	1	-0.9	-2	3	10	-1	1	-4	99
CCC(NC(=O)NNC(=O)c1ccncc1)(C(F)(F)F)C(F)(F)F	0	-3	-0.9	-9	5	-4	-1	3	0	87
Cc1cc(Nc2ccc(Br)cc2)nc(-c2ccccc2O)n1	2	0	3.6	-19	-10	3	5	-6	-16	97
O=C(CCN1C(=O)C2C3C=CC(C3)C2C1=O)NCCN1CCCc2ccccc21 (centres undefined)	-10	-4	-1.0	·	-3	-2	-11	-1	8	102
C/C(=C(\C#N)C(=O)NCCN1CCOCC1)N(C)C	-5	-2	2.4	-9	13	5	-8	0	1	94
COc1cccc(CNCc2cccc(OC)c2O)c1O	1	4	-0.3	-5	3	9	0	-8	12	93
COc1ccc(-n2nc(C(N)=O)nc2-c2ccccc2)cc1	4	5	-0.6	-5	-6	2	0	1	3	92
O=C1c2ccccc2C(c2nnnn2-c2ccc3c(c2)OCCO3)N1CCOc1ccccc1 (centres undefined)	·	-2	·	-7	-6	-8	·	·	·	90
CC(NC(=O)CN1C(=O)NC2(CCCC2)C1=O)c1ccc2ccccc2c1 (centres undefined)	12	-1	-2.7	-6	6	-4	5	3	-6	96
Cc1cc(C)c(NS(=O)(=O)c2c(C)noc2C)c(C)c1	11	-9	-1.1	-7	-5	5	8	2	2	97
CCN(CCO)CC1CCCC2CCCCC21 (centres undefined)	·	3	·	-14	-9	-3	·	·	·	88
O=C(NCCCN1CCOCC1)c1cc2ccccc2oc1=O	7	8	-1.3	-4	1	4	-1	0	3	95
O=C(CN1C(=O)NC2(CCCCCC2)C1=O)Nc1ccc2c(c1)CCC2	1	-2	-0.6	-4	-8	2	-12	?	-6	98
Cc1ccc(C)n1-c1ccc(-c2ccn[nH]2)cc1	20	8	2.2	-5	1	-3	-4	11	10	103
COCCCNC(=O)c1ccc2c(=O)n(Cc3ccc(Cl)cc3)c(=S)[nH]c2c1	6	1	-1.3	-4	-9	-4	-7	2	11	97
Cc1ccccc1CN(c1ccc(C(=O)N2CCc3ccccc3C2)cc1)S(C)(=O)=O	17	14	-1.3	-4	13	5	9	-3	3	98

3 entries out of the list above, sorted by the number in Granule exo inh, low to high.
structure	Granule exo inh
CCN(CCO)CC1CCCC2CCCCC21 (centres undefined)	-9
O=C(CN1C(=O)NC2(CCCCCC2)C1=O)Nc1ccc2c(c1)CCC2	-8
Cc1cc(C)c(NS(=O)(=O)c2c(C)noc2C)c(C)c1	-5

New compounds follow
SMILES	MC4R antag cAMP	ABHD5-PLIN5 inh	MC4R barr agon	CaV13 FRET inh	Granule exo inh	HTR2A ag	PDI inh	Glyco luc inh	Cardio protect	ABCB6 inh 2
CN(C)S(=O)(=O)CC12CCC(CC1=O)C2(C)C (centres undefined)	4	10	0.5	·	6	-9	-2	0	4	87
COc1cccc(-c2nc(-c3ccccc3)c(-c3ccccc3)[nH]2)c1OCC(=O)O	9	-9	-1.3	-2	3	0	7	1	6	97
CCn1cc(C(=O)N2CCc3ccccc32)c(=O)c2cc(S(=O)(=O)N(C)C3CCCCC3)ccc21	15	4	3.0	-4	0	7	1	22	63*	97
FC(F)(F)c1nc(-c2ccncc2)ncc1-c1nnnn1-c1ccccc1	14	4	-1.4	·	-3	2	2	-3	-13	96
COC(=O)C1=C(C)NC(C)=C(C(=O)OC)C1C(=O)OCC(=O)Nc1ccc(C(C)=O)cc1	3	4	-1.7	-2	-2	4	2	1	2	99
COc1ccc(NC(=O)CNS(=O)(=O)c2cccs2)cc1	3	-2	-2.3	-3	0	24*	6	0	3	94
COc1ccc(-c2nc3n(c2C)CCC3)cc1	17	-5	-0.3	-5	-1	23*	2	2	0	99
O=C(c1ccc(Cl)nc1)N1CCc2ccccc2C1	-1	-3	-0.2	-6	1	-4	2	0	-10	102
COc1ccc(CCNC(=O)c2cc(C3CC3)nc3c2cnn3C(C)C)cc1	1	-7	0.3	-6	-2	-1	2	-1	-3	95
O=C(COC(=O)c1cc(S(=O)(=O)N2CCCCC2)ccc1Cl)NC1CCCCC1	3	-2	-1.6	-5	-3	-1	5	2	-6	92
CCOc1cccc(OCCCNCCCOC)c1	12	0	-0.9	-4	0	5	5	1	5	111
Cc1cc(N2C(=O)C3C4c5ccccc5C(c5ccccc54)C3C2=O)no1 (centres undefined)	1	-6	-1.1	-5	-2	-4	-2	-1	12	93
Cc1cccc(OCC(=O)NCCCNC(=O)c2ccncc2)c1	1	6	-0.3	-5	-1	2	4	1	0	92
Cc1[nH]n(-c2ccccc2)c(=S)c1C=Nc1cccc([N+](=O)[O-])c1	0	-39	-1.2	-5	-4	-2	4	2	-5	97
CCC(C)NCCCCOc1ccc(Cl)cc1C (centres undefined)	0	8	2.5	-20	1	-5	-2	-1	8	107
Cc1c(S(=O)(=O)NCCc2ccccc2)c(=O)n(C)c(=O)n1C	-4	-2	-1.5	-5	-9	1	-3	1	3	94
COc1ccc(N2CCN(C(=O)c3ccc(NS(=O)(=O)c4cccs4)cc3)CC2)cc1	14	5	-2.3	-5	0	0	1	-1	-11	99
O=C(CN(C(=O)Cn1nnc(-c2ccccc2F)n1)c1cnc2ccccc2c1)NCC1CCCO1 (centres undefined)	8	-2	-2.1	-3	0	-2	2	1	-2	94
O=C(COc1cccnc1[N+](=O)[O-])NCCc1ccc(Cl)cc1Cl	2	4	-3.0	5	0	4	1	1	-3	91
COc1cc(C#Cc2c(-c3ccccc3OC)oc3ccccc23)cc(OC)c1	0	-7	-0.1	-6	4	2	7	0	-8	96
NS(=O)(=O)c1ccc(NC(=O)COC(=O)c2cn(-c3ccccc3)nc2-c2ccc(F)cc2)cc1	5	3	4.3	-15	10	5	1	8	0	92
CCCc1cc(C(=O)Nc2cccnc2)no1	11	5	0.5	-6	11	4	·	-2	-11	101
